Kir21 block: inhibitors of mouse Kir2.1 inward-rectifier potassium channel; AID 1672; B-score at 10 µM; P35561; 310,000 tested, 0.85% active; HEK293-Kir2.1, FluxOR thallium flux fluorescence; hits give low values;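 active means fluorescence ratio B-score at or below minus 3 SD of library scores, with starting-brightness B-score within 2 SD, cut at about -4.2 in these data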;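 further: channel flux triggered by added potassium and thallium sulfate stimulus; B-score of peak minus minimum fluorescence over baseline after thallium stimulus; more negative B-score means stronger Kir2.1 block with less thallium influx; some compounds called inactive have numbers as strong as hits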
KCNQ2 inh: KCNQ2 potassium channel inhibitors, primary screen, cell-based, CHO-K1, FluxOR thallium flux, B-score (AID 2156); O88943; 20 min; hits give low values; B-score at 10 µM; 310,000 tested, 1.1% active;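 active means fluorescence ratio B-score at most minus 3 library SDs, with starting brightness B-score within 2 library SDs, cut at about -5.5 in these data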
Target sequence (O88943 whole entry, looked up): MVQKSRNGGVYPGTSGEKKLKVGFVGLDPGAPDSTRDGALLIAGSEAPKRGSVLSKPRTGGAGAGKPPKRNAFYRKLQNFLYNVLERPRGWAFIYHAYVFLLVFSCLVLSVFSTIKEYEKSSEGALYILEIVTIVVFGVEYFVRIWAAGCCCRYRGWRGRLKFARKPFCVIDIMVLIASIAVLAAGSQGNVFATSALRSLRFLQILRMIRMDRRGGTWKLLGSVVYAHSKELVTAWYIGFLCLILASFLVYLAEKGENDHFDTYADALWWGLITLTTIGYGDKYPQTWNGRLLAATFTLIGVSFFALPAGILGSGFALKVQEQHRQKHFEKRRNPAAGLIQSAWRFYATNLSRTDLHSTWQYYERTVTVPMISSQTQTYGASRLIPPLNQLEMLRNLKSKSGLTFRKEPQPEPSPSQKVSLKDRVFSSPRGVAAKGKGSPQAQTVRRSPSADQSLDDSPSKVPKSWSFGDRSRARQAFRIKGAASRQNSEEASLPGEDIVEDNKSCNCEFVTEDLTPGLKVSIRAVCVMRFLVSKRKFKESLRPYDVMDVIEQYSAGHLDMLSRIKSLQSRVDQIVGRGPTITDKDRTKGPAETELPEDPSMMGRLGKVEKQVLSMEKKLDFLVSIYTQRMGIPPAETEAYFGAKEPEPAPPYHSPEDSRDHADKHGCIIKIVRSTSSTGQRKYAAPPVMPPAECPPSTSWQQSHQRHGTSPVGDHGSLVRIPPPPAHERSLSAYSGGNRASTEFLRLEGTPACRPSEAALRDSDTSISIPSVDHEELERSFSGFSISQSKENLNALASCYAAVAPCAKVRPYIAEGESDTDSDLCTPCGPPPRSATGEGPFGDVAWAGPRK
* = called active by the depositor; i = inactive; & = joins results of further samples.

Values run as follows: Kir21 block	KCNQ2 inh
COCCn1c(CN2CCN(C(=O)c3ccco3)CC2)nc2c1c(=O)n(C)c(=O)n2C
→ 0.54	i
CC1Cc2ccccc2N1C(=O)CNc1ccccc1N1CCCCC1 (stereo unspecified)
→ 1.19	-8.36*
C[C@@H]1C[C@H]2[C@@H]3CCC4=CC(=O)C=C[C@]4(C)[C@@]3(F)[C@@H](O)C[C@]2(C)[C@@]1(O)C(=O)CO
→ -0.16	i
Cc1nc2ccccc2c(=O)n1CCc1ccc(O)cc1
→ -1.12	i
COc1ccc(N2CCN(CC(O)COCc3ccccc3)CC2)cc1 (stereo unspecified)
→ -0.17	i
O=C(NNC(=O)c1ccc(-c2ccccc2)cc1)c1ccccc1
→ -3.15	i
C=CCn1c(Cc2ccc(OC)cc2)nnc1SCc1nc2ccccc2c(=O)[nH]1
→ 0.38	i
COCCNC(=O)CN(C(=O)Cn1nnc2ccccc21)c1ccccc1C
→ 0.84	i
CN(Cc1c(C(=O)N/N=C/c2ccc(O)cc2)nnn1-c1nonc1N)c1ccccc1
→ 0.4	i
COc1cccc(/C=N/Nc2snc(SC)c2C#N)c1O
→ -0.9	i
O=C1NC(c2ccccc2)=C(c2nc3ccccc3s2)C(c2ccc(O)cc2)N1 (stereo unspecified)
→ 0.06	i
O=c1[nH]c(=S)[nH]c2nc(-c3cccs3)cc(C(F)(F)F)c12
→ 1.23	i
N/C(=N\OC(=O)CCc1ccccc1)c1ccccc1Cl
→ -1.49	i
O=C(COc1ccc2c3c(c(=O)oc2c1)CCC3)Nc1ccccn1
→ 0.21	i
O=C(Cc1ccccc1)NCC(=O)OC(c1ccccc1)c1ccccc1
→ -5.44*	i
CSc1cccc(CNC(=O)C2CCC(=O)N(CCCN3CCCC3=O)C2)c1 (stereo unspecified)
→ -0.17	i
CCN(CC)c1ccc(NC(=O)c2ccc(=O)[nH]c2)cc1S(=O)(=O)Nc1ccccc1OC
→ 0.73	i
Cc1ccc(CNC(=O)c2cc(COc3c(F)cccc3F)on2)s1
→ -0.54	i
O=C(Nc1ccc(S(=O)(=O)Nc2nccs2)cc1)c1cc(-c2ccccc2Cl)nc2ccccc12
→ 2.15	i
CC(C)n1cnc2cc(NCc3ccco3)ccc21
→ -0.95	i

Some values from the list.
`O=C(NNC(=O)c1ccc(-c2ccccc2)cc1)c1ccccc1` @ Kir21 block = -3.15
`COc1cccc(/C=N/Nc2snc(SC)c2C#N)c1O` @ Kir21 block = -0.9
`CC1Cc2ccccc2N1C(=O)CNc1ccccc1N1CCCCC1` (stereo unspecified) @ KCNQ2 inh = -8.36*
`COc1ccc(N2CCN(CC(O)COCc3ccccc3)CC2)cc1` (stereo unspecified) @ Kir21 block = -0.17

KCNQ2 inh: entries above that show a hit
Values run as follows: Kir21 block	KCNQ2 inh
CC1Cc2ccccc2N1C(=O)CNc1ccccc1N1CCCCC1 (stereo unspecified)
→ 1.19	-8.36*

The main list resumes; the two compounds before the break are reprinted first.
Values run as follows: Kir21 block	KCNQ2 inh
O=C(Nc1ccc(S(=O)(=O)Nc2nccs2)cc1)c1cc(-c2ccccc2Cl)nc2ccccc12
→ 2.15	i
CC(C)n1cnc2cc(NCc3ccco3)ccc21
→ -0.95	i
COc1ccc(/C=N/n2c(-c3n[nH]c4c3CCC4)n[nH]c2=S)cc1
→ 1.95	i
CSc1ncccc1C(=O)OCC(=O)c1ccc(S(=O)(=O)N2CCCCC2)cc1
→ -0.13	i
CC(C)Sc1nnc(Cn2c(=O)sc3ccccc32)n1-c1ccccc1
→ 0.9	i
CCOc1ccccc1OCCCC(=O)Nc1nc2ccccc2[nH]1
→ 1.79	i
CCN(CC)S(=O)(=O)c1cccc(C(=O)N[C@H](C(=O)OCC(=O)Nc2ccccc2)C(C)C)c1
→ -1.3	i
CN1CCN(NC(=O)c2cccc(Br)c2)CC1
→ 0.27	i
CCCCOc1ccc(C(=O)N2CCC(C)CC2)cc1
→ -0.24	i
CCN(CC)CC(=O)Nc1sc(C)cc1C(=O)c1ccc(C)cc1
→ -1.24	-6.69*
COc1ncnc2c1N[C@@](C)(O)c1c(F)c(F)c(F)c(F)c1S2
→ 0.1	i
CC(C)Cn1c(=O)c(CCC(=O)Nc2ccc(N3CCOCC3)cc2)nc2cc(Cl)ccc21
→ 1.97	i
CCCc1cc(=O)[nH]c(SCC(=O)NCc2ccc3c(c2)OCO3)n1
→ -0.2	i
CCN(CC(=O)Nc1ccc(OC)cc1)C(=O)c1cc(S(=O)(=O)N(C)C)ccc1N1CCCC1
→ 1.57	i
Cc1ccc(SCCNS(=O)(=O)c2ccc(F)cc2)cc1
→ -1.5	i
CCOC(=O)c1cn(-c2ccccc2)nc1-c1ccncc1
→ -0.16	i
CC1(c2nnc(-c3ccncc3)o2)CC(c2ccc([N+](=O)[O-])cc2)=NO1 (stereo unspecified)
→ 1.69	i
COc1ccc(-c2c(C#N)c(N)nc(Sc3ccc(Cl)cc3)c2C#N)cc1
→ -0.72	i
COc1ccc(-c2csc(C3=C(O)CN(Cc4ccc(S(N)(=O)=O)cc4)C3=N)n2)cc1OC
→ 0.16	i
CCn1nc(C)c(CN2CCc3c([nH]c4ccccc34)C2c2ccc(F)c(OC)c2)c1C (stereo unspecified)
→ -1.21	i
COC(=O)c1ccc(/C=N/n2c(C)nc3ccccc3c2=O)cc1
→ 0.88	i
O=C(c1cc(-c2ccc(Br)cc2)on1)N1CCCC1
→ 1.35	i

Other structures follow.
Values run as follows: Kir21 block	KCNQ2 inh
COc1ccc(NC(C)=O)cc1NC(=O)CN1CCN(CC(=O)Nc2ccc(Cl)cc2)CC1
→ -0.51	i
CC(=O)c1ccc(Oc2nc3c(c(=O)n(C)c(=O)n3C)n2C)cc1
→ -2.5	i
C=CCNC(=O)c1ccc(Sc2ccc(C)cc2)c([N+](=O)[O-])c1
→ 0.04	i
C/C(=N/NC(=O)CSc1ccccn1)c1ccc([N+](=O)[O-])cc1
→ -0.13	i
Cc1c(Cl)cccc1N1C(=O)CC(NNC(=O)c2cccnc2)C1=O (stereo unspecified)
→ 1.48	i
Cc1cc(C)nc(N2CCCC(C(=O)NCc3cccc(C(F)(F)F)c3)C2)n1 (stereo unspecified)
→ -0.1	i
O=[N+]([O-])c1ccc(SCCc2ccncc2)cc1
→ 0.55&-0.78	i
Cc1ccc(S(=O)(=O)N2CC(=O)Nc3ccccc32)cc1C
→ -3.47	i
CC(=O)N1c2ccccc2CCc2ccc(N)cc21
→ 2.05	i
CCC(=O)NNC(=O)c1c(O)c2ccccc2[nH]c1=O
→ 0.69	i
COc1c(F)c(F)c(C(=O)O)c(Nc2ccccc2C)c1F
→ 1.2	i
CCOC(=O)c1ccc(NC(=O)CSc2nnc(CNc3ccc(OC)cc3)n2C)cc1
→ 0.36	i
CCOc1cc(C(c2c(C)[nH][nH]c2=O)c2c(C)[nH][nH]c2=O)ccc1OS(=O)(=O)c1ccc(C)cc1
→ -1.57	i
COC(=O)NNC(=O)C12CC3CC(CC(C3)C1)C2
→ 0.61	i
Cc1ccccc1OCC(O)CNC1CCCC1 (stereo unspecified)
→ -0.12	i
N#Cc1c(N)nc2c(c1-c1ccncc1)CCCC2
→ -0.39	i
COc1cc(CNCCSc2nnnn2C)cc(Br)c1OCc1ccccc1F
→ -0.09	i
Cc1ccccc1Cn1cccc1/C=C1/C(=N)N2C=CSC2=NC1=O
→ -1.53	i
Cc1nc(P(=O)(c2ccccc2)c2ccccc2)c(N2CCOCC2)o1
→ -0.37	i
Cc1cccc(-c2csc(N)c2C(=O)OC(C)C)c1
→ -2.8	i

Other records
Values run as follows: Kir21 block	KCNQ2 inh
CN(C)C(=O)Cn1c(=O)n(S(=O)(=O)c2ccccc2)c2ccccc21
→ 0.09	i
Cc1nc2ccccc2n1/N=C/c1ccc([N+](=O)[O-])s1
→ -0.14	i
C/C(=N\OCC(=O)Nc1ccc2c(c1)OCCO2)c1ccc2c(c1)OCCO2
→ -0.05	i
Cc1cc(-c2ccccc2)nc(N(C)NC(=O)C2CC2)c1S(C)(=O)=O
→ 0.01	i
COc1cc(C(C[N+](=O)[O-])c2c(-c3ccccc3)cc3ccccn23)cc(OC)c1OC (stereo unspecified)
→ 1.21	i
Cc1cc(C)n(CC(C)C(=O)O)n1 (stereo unspecified)
→ 0.81	i
Cc1ccccc1-c1nc2cc(NC(=O)C3CC3)ccc2o1
→ -1.59	i
Cc1ccc(NS(=O)(=O)c2c(C)[nH]c(=O)[nH]c2=O)cc1F
→ -0.13	i
Cc1ccc(OCCN2C(=O)c3ccccc3C2=O)c([N+](=O)[O-])c1
→ -2.31	i
COc1cc2ccccc2cc1C(=O)Nc1nc(C)c(C(C)=O)s1
→ 0.84	i
O=C(CC12CC3CC(CC(Br)(C3)C1)C2)Nc1cccc(S(=O)(=O)NC2=NCCC2)c1
→ 1.94	i
C/C(=N\NC(=O)c1cccc([N+](=O)[O-])c1)c1cccc(NC(=O)C2CC2)c1
→ 1.3	i
O=C(Oc1c(Br)cc(C(=S)N2CCOCC2)cc1Br)c1ccc(Cl)cc1
→ -0.89	i
CC(C)OCCCNC(=O)c1ccc2c(c1)ncn2C1CCCC1
→ 0.73	i
O=C(c1csc2c1CCCC2)N1CCN(c2ccc(F)cc2)CC1
→ 1.22	i
O=C(Nc1ccccc1)c1ccccc1C(=O)N1CCCCC1
→ -0.02	i
CN(C)[C@@H]1CCC[C@H]1OC(=O)C(c1ccccc1)c1ccccc1
→ -3.53	i
O=C(Nc1ccccc1O)/C(=C\c1ccccc1)NC(=O)c1ccccc1
→ 1.26	i
COc1cccc(CNC(=O)c2ccccc2NC(=O)C2=C(C)OCCS2)c1
→ 0.42	i
COc1ccc(CC(NC(C)=O)C(=O)NC2CCN(c3ncccc3[N+](=O)[O-])CC2)cc1 (stereo unspecified)
→ 1.48	i

The list goes on:
Values run as follows: Kir21 block	KCNQ2 inh
CSc1cccc(NC(=O)CNC(=O)c2ccc3c(c2)OCO3)c1
→ -0.67	i
Cc1ccc(C(=O)C(OC(=O)CN2C(=O)c3ccccc3C2=O)c2ccccc2)cc1C (stereo unspecified)
→ 0.58	i
COc1cc(Cl)c(C)cc1NC(=O)COC(=O)C(NS(=O)(=O)c1ccc(Cl)cc1)C(C)O (stereo unspecified)
→ -0.84	i
FC(F)(F)c1cccc(NC(=S)NCC2COc3ccccc3O2)c1 (stereo unspecified)
→ -0.59	i
O=C(NCc1ccc(Cl)cc1Cl)C1CC(=O)N(Cc2ccccc2)C1 (stereo unspecified)
→ -0.07	i
COc1ccc(C(=O)N(Cc2ccccc2)c2cccc(C)c2)cc1S(=O)(=O)N1CCOCC1
→ -0.12	i
Cc1cccc(C(=O)Nc2cccc(-c3cnc4ccccc4n3)c2)c1
→ -0.62	i
Nc1nonc1-n1nnc(C(=O)N/N=C/c2ccc(F)cc2)c1-c1cccs1
→ -0.81	i
Cc1ccc(-c2cc(-c3ccccc3)no2)c(O)c1
→ -0.33	i
O=C(Nc1cnn(Cc2ccccc2)c1)c1cc2nc(-c3ccco3)cc(C(F)(F)F)n2n1
→ 0.29	i
c1ccc(-c2nc(CSc3nnc(-c4cccs4)o3)cs2)cc1
→ 1.02	i
COc1ccccc1N(C(=O)NCc1ccccc1)C1=NCC(C)S1 (stereo unspecified)
→ -0.45	i
Cc1cc(C)n2c(SCC(=O)N(CC(C)C)c3c(N)n(CC(C)C)c(=O)[nH]c3=O)nnc2n1
→ -2.06	i
COc1ccc(-c2nnc(SCC(=O)c3ccc(C)o3)o2)cc1
→ 0.72	i
CCOC(=O)C1=C(C)NC(=O)NC1c1ccc(C)o1 (stereo unspecified)
→ 1.42	i
COC(=O)c1ccc(CSc2nnc(Nc3ccc(OC)cc3)s2)o1
→ 0.03	i
CCC(C)N1CCCCC1C(=O)Nc1c(C)cc(C)cc1C (stereo unspecified)
→ 1.31	i
Cc1ccc(C(=O)N2CCN(c3ccc(N4CCOCC4)nn3)CC2)cc1
→ 0.76	i
Cc1cc(C)cc(NC(=O)CCN2CCOCC2)c1
→ -0.95	i
O=S(=O)(Nc1ccc(F)cc1)N1CCOCC1
→ 1.22	i

Additional records:
Values run as follows: Kir21 block	KCNQ2 inh
CC(C)C(C(=O)NCC1CCCO1)N(C(=O)CNS(=O)(=O)c1ccccc1)c1ccc(F)cc1 (stereo unspecified)
→ -2.4	i
CC(OC(=O)c1nn(C)c(=O)c2ccccc12)C(=O)NCc1ccc2c(c1)OCO2 (stereo unspecified)
→ 0.01	i
CCOC(=O)c1cnc2c(OC)cccc2c1N1CC(C)CC(C)C1 (stereo unspecified)
→ 0.32	i
Cc1cccc(C(=O)Nc2nnc(-c3cccnc3)o2)c1
→ -1.87	i
COc1ccc(S(=O)(=O)NCCCn2ccnc2)cc1Cl
→ -3	i
Cc1ccc(OCC(=O)NNC(=O)C(=O)N2CCCC2)c(C)c1
→ 1.4	i
Cc1nn(C(C)C(=O)NCCCN2CCCC2)c(=O)c2nn(-c3ccccc3)c(C)c12 (stereo unspecified)
→ 0.77	i
CCCC1C(c2ccco2)NC(c2ccco2)CC1(C)O (stereo unspecified)
→ -0.45	i
CCN1CCCC1Cn1cnc2c([nH]c3ccc(Cl)cc32)c1=O (stereo unspecified)
→ -0.2	i
CCCCC1(C)OC(=O)C(=Cc2ccc(N(C)C)cc2)C(=O)O1 (stereo unspecified)
→ 1.53	i
O=C(CC1CCCC1)OCn1nnc2ccccc2c1=O
→ -1.07	i
CCOC(=O)CN1C(=O)N(CC)C(C)=C(C(=O)OC)[C@@H]1c1ccccc1
→ 1.41	i
O=C1Nc2ccc(S(=O)(=O)N3CCCCCC3)c3cccc1c23
→ 0.89	i
O=C(CSc1ccc(Cl)cc1)N1CCN(c2ccc([N+](=O)[O-])cc2Cl)CC1
→ -0.67	i
Cc1ccc(S(=O)(=O)NCc2cccnc2)cc1
→ -0.88	i
CCOC(=O)c1sc(N(Cc2ccccc2)C(=O)CN2C(=O)CN(C)C2=O)nc1C
→ -4.26	i
Nc1c(C(=O)NC2CCCC2)c2nc3ccccc3nc2n1/N=C/c1cccnc1
→ 0.47	i

Screens as filed in PubChem BioAssay.

No enrichment for hits. Share with any hit: about 1.8%.
